# From PubChem
# Keap1 Nrf2 FP – Keap1-Nrf2 protein-protein interaction inhibitors, primary screen, biochemical, fluorescence polarization, single point; AID 504523, 2011; inhibition, % at 9.4 µM; Keap1 Kelch-Nrf2 peptide fluorescence polarization, 1536-well; Kelch-like ECH-associated protein 1 (Homo sapiens), Q14145; hit rate 0.15% among 340,000; in the data active = inhibition above about 12%;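 also: human Keap1 Kelch domain with fluorescein labeled Nrf2 9mer peptide probe; 0% = neutral control wells and 100% = peptide positive control; higher means more block of Keap1 binding to Nrf2 peptide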
# Target sequence (Q14145 whole entry, looked up, the tested form may be a part): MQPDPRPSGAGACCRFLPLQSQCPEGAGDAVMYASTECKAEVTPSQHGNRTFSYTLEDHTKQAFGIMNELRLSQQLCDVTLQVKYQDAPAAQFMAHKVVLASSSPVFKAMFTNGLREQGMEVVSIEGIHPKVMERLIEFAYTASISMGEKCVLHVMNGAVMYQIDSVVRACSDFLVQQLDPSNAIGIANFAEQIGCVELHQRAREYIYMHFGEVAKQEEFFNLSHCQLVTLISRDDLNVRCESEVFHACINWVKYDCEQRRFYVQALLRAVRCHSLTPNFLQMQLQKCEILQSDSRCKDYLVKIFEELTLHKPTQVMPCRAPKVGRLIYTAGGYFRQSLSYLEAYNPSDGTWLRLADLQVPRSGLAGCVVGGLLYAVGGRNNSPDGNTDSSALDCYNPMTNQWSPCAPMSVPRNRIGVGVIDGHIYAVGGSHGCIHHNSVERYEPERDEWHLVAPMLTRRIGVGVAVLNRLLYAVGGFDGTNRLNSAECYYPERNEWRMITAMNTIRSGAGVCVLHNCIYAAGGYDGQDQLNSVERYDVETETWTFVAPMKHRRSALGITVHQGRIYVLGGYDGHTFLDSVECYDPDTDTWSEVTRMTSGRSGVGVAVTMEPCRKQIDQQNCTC
# LANA DNA inh – inhibitors of KSHV C-LANA binding to DNA, primary screen, biochemical, fluorescence polarization, FAM-LBS DNA, MBP-C-LANA, single point; Kaposi's sarcoma herpesvirus LANA C-terminal domain (residues 932-1162) DNA binding; inhibition, % at 9 µM; hit rate 0.078% among 340,000;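 active = highest replicate inhibition at or above 60% at 9 µM, even if other replicates fall short; inactive = all replicates below 60% inhibition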;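 also: 0% = neutral control wells and 100% = 4 µM acridine orange control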
# HTR5A ag – HTR5A agonists in luminescence cell assay, primary screen, counter-screen for OPRM1-OPRD1 heterodimer agonist project, full-deck HTS | cell-based | hit rate 0.61% among 340,000 | activation, % at 9.3 µM | 5-hydroxytryptamine receptor 5A (Homo sapiens), P47898; in the data active = activation mostly above about 9.5%, no sharp cut-off; inactive = mostly below about 7.6%;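 also: 0% = cells with vehicle only and 100% = reference agonist; strong numbers were not always called active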
# Target sequence (P47898 whole entry, looked up): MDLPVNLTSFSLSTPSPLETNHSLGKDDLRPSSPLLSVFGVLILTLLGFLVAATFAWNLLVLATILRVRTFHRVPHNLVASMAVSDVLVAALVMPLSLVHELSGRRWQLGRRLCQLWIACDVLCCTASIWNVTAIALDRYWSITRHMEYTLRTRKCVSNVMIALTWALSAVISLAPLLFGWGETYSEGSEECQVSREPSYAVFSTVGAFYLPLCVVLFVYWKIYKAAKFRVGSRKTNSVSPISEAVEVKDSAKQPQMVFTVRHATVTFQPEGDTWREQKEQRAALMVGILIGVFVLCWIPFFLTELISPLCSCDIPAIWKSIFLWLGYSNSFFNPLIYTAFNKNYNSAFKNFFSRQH
# V-ATPase pH – regulators of yeast V-ATPase proton pumping, primary screen, pHLuorin cytosolic pH fluorescence. hit rate 0.37% among 350,000. S. cerevisiae. response, % at 10 µM. AID 504577, 2011; in the data active = response mostly above about 7.3%, no sharp cut-off; inactive = mostly below about 5.4%; also: actives read high; inactives centre near 0; some compounds called inactive have numbers as strong as hits; reference of the scale not given here
# CAL PDZ FP – untagged CAL PDZ binding inhibitors, primary screen, biochemical, fluorescence polarization, HTS | inhibition, % at 24.9 µM | purified CAL PDZ, TMR-peptide fluorescence polarization, 1 h | Golgi-associated PDZ and coiled-coil motif-containing protein (Homo sapiens), Q9HD26 | AID 602252, 2012 | hit rate 0.92% among 300,000;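 active = mean inhibition of at least 30% with at least half of replicates also reaching 30%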;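 also: 0% = DMSO neutral control and 100% = excess unlabeled competitor peptide PRC23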
# HTR5A inv ag – HTR5A inverse agonists in luminescence cell assay, primary screen, counter-screen for OPRM1-OPRD1 heterodimer inverse agonist project, full-deck HTS; 5-hydroxytryptamine receptor 5A (Homo sapiens), P47898; HTR5A cell line, inverse agonism; inhibition, % at 9.3 µM; hit rate 0.083% among 340,000; AID 504634, 2011; in the data active = inhibition mostly above about 23%, no sharp cut-off; inactive = mostly below about 18%;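 also: 0% = cells with DMSO and 100% = no-cell wells with DMSO; some compounds called inactive have numbers as strong as hits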
# OPRM1-OPRD1 inv – inverse agonists of MOR-DOR heterodimerization, primary screen, cell-based, luminescence. AID 504357, 2011. hit rate 0.21% among 340,000. cell-based MOR-DOR heterodimer luminescence, inverse agonism. inhibition, % at 9.3 µM. Mu-type opioid receptor (Homo sapiens) + Delta-type opioid receptor (Homo sapiens), …; in the data active = inhibition above about 22%, passing the limit was not always enough;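 also: 0% = cells with DMSO and 100% = wells without cells with DMSO; values of inactives mirror those of a sister screen read the other way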
# OPRM1-OPRD1 ag – agonists of OPRM1-OPRD1 heterodimerization, primary screen, cell-based, luminescence; hit rate 0.3% among 340,000; cells; Mu-type opioid receptor (Homo sapiens) + Delta-type opioid receptor (Homo sapiens), …; activation, % at 9.3 µM; in the data active = activation above about 18%;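 also: 0% = vehicle-treated cells and 100% = reference agonist; values of inactives mirror those of a sister screen read the other way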
# cardiac RTF act – cardiac RTF calcium sensitivity activators, primary screen, biochemical, IANBD-TnC fluorescence, EC20 calcium; IANBD-labeled TnC RTF fluorescence at EC20 calcium; 0% EC20 calcium, 100% full calcium; hit rate 0.24% among 340,000; Troponin I, cardiac muscle (Homo sapiens) + Troponin T, cardiac muscle (Homo sapiens) + …; activation, % at 7.2 µM;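 active = activation above the mean over all tested compounds plus 3 SD, cut at about 30% in these data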;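 also: rise in fluorescence read as greater calcium sensitivity of cardiac thin filaments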
# RTF Ca sens inh – cardiac RTF calcium sensitivity inhibitors, primary screen, biochemical, IANBD-TnC fluorescence, EC70 calcium; IANBD-labeled cardiac RTF, Ca2+ fluorescence; inhibition, % at 7.15 µM; hit rate 0.12% among 340,000;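 active = inhibition above the mean inhibition of all tested compounds plus 3 SD, cut at about 17% in these data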;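 also: assay run at fixed EC70 calcium of 1.6 mM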
# Active calls of the source: *; / = not tested or not shown.
SMILES,Keap1 Nrf2 FP,LANA DNA inh,HTR5A ag,V-ATPase pH,CAL PDZ FP,HTR5A inv ag,OPRM1-OPRD1 inv,OPRM1-OPRD1 ag,cardiac RTF act,RTF Ca sens inh
O=C1NCCN1C(=O)C12CC3CC(CC(C3)C1)C2,3,-1.0,-2,-3,/,8,7,-1.3,-2,-5
C=CC[C@@H](CC(=O)N(CCO)Cc1ccccc1)C(=O)N[C@H](COC(=O)[C@H](CC=C)CC(=O)OC(C)(C)C)Cc1c[nH]c2ccccc12,-6,-0.4,-1,-2,-3,2,8,-1.6,-5,-1
CC(C)N(C(=O)CSc1nnc(CN2CCCCCC2=O)n1-c1ccccn1)C(C)C,-4,-0.4,6,-2,-3,-13,-1,0.3,9,7
CCCCOc1ccc(/C=N/NC(=S)Nc2cc(C)ccc2C)cc1,2,0.4,7,0,19,-19,18,-4.1,2,-2
CN(C)C(=O)c1nc(C#N)c(N(C)C)o1,-4,3.6,2,-4,-2,-6,1,-0.1,-1,2
CC1(C2CCC3(C)OC3C2)CO1 (stereo not drawn),0,-0.9,1,4,-6,16,5,-1.1,8,-8
O=C(Nc1ccc(N2CCN(c3ccc(O)cc3)CC2)cc1)Oc1ccccc1,-3,0.4,5,-1,-1,9,-4,0.9,6,-6
CN(C(=O)c1cccc(OC2CCN(S(=O)(=O)N(C)C)CC2)c1)C1CCOC1 (stereo not drawn),-2,-0.3,2,-2,-3,-24,19,-3.6,4,-2
O=C(COC(=O)Cn1cnc2ccccc21)Nc1cccc(S(=O)(=O)N2CCOCC2)c1,-6,-1.4,-5,0,-2,14,14,-2.4,0,-12
CC(=O)C1=C(O)C(=O)N(CCCn2ccnc2)C1c1ccc(Br)cc1 (stereo not drawn),2,0.1,3,-2,0,-7,14,-2.8,3,-6
O=C(CSc1nc2ncc(Cl)cc2[nH]1)NC1CCS(=O)(=O)C1 (stereo not drawn),0,0.5,1,-2,14,-2,11,-2.2,2,6
CCC1(c2ccc(F)cc2)NC(=O)N(CC(=O)NCc2ccccc2Cl)C1=O (stereo not drawn),-4,0.4,1,3,-3,-3,18,-3.6,3,-6
Cc1c(/C=C/C(=O)c2ccccc2)cnn1C,-6,1.1,-1,-1,/,4,2,-0.4,0,-6
COc1ccc(/C=C/C(=O)NC(=S)NNC(=O)c2cccs2)cc1OC,1,-0.8,-1,-1,5,0,20,-3.9,-3,-2
CCOC(=O)c1sc(NC(=O)CCN2CCN(C)CC2)c(C(=O)OCC)c1C,0,-0.8,2,-6,-5,-5,-4,0.8,-1,-2
Cc1ccc(CCNS(=O)(=O)c2cc3c(cc2C)n(C)c(=O)c(=O)n3C)cc1,-1,-0.6,-1,10*,/,4,7,-1.3,5,1
Cc1ccc(S(=O)(=O)Nc2ccc(C(=O)NCc3cccnc3)cc2)cc1,1,0.3,2,-1,-5,-9,15,-2.6,6,-4
Cc1cc(C)nc(SCc2nnc(SCC(=O)O)n2-c2ccccc2)n1,-7,-0.6,-2,-3,-4,6,14,-2.6,4,-8
COc1ccc(C2CC(c3ccc4ccccc4c3)=NN2C(=O)CSc2ncccn2)cc1 (stereo not drawn),-2,-2.5,1,4,-3,-21,-10,1.9,0,-23
Cc1ccc(NC(=O)CCNC(=O)Cn2cnc3ccccc3c2=O)cc1F,2,-1.8,1,5,-1,-13,7,-0.9,4,4
CCCCC(=O)C1CCN(Cc2ccccc2)CC1,1,2.8,0,-5,0,3,3,-0.6,1,-13
CC1Nc2ncnc(N3CCOCC3)c2N(Cc2ccc(Cl)cc2)C1=O (stereo not drawn),-6,-1.0,3,0,-1,-2,7,-1.2,8,-5
O=c1ccc(Oc2nc(N3CCOCC3)nc(N3CCOCC3)n2)n[nH]1,-3,1.7,0,5,-2,0,3,-0.5,0,-6
NC(=O)[C@@H]1CCCN1C(=O)c1ccc2nc(Cc3ccccc3F)oc2c1,4,-1.7,11,4,-6,5,-31,5.8,3,3
CO/N=C/NC(=O)C1=NOC(CNc2ncc(C(F)(F)F)cc2Cl)C1 (stereo not drawn),-7,3.1,10,-1,-3,-26,-8,1.4,5,-13
Cc1cc(S(=O)(=O)N2CCC(NC(=O)C34CC5CC(CC(C5)C3)C4)CC2)ccc1-n1cnnn1,3,0.3,5,-1,0,4,21,-4.3,-3,-5
CCC(=O)NC(C)c1cc(Cl)c2cccnc2c1O (stereo not drawn),-5,0.0,-10,1,-2,-2,11,-2.1,5,4
O=C1CCCC1C(=O)Nc1ccc2ccccc2c1 (stereo not drawn),-2,-0.8,-3,2,-3,9,12,-2.3,-1,-3
O=C(NCc1ccco1)c1cc(-c2ccccc2)on1,-2,0.5,4,1,-1,-10,13,-2.3,-4,-2
CC1CCCN(c2oc(-c3cccc4ccccc34)nc2C#N)C1 (stereo not drawn),-4,-0.4,-3,4,/,-10,3,-0.6,6,-4
COc1cccc(C(=O)Oc2cccc(N3C(=O)C4C5CC(C(Br)C5Br)C4C3=O)c2)c1 (stereo not drawn),-3,0.8,4,-2,1,-10,-2,0.4,1,0
COc1ccc(O)c(/C=c2/sc3nc4cc(C)c(C)cc4n3c2=O)c1,-1,0.3,-1,4,-4,1,-1,0.2,2,-2
COc1ccc(NC(C)=O)cc1S(=O)(=O)NC(Cc1ccccc1)C(=O)NC(C)c1ccccn1 (stereo not drawn),2,3.6,4,1,28,-3,12,-3.0,-1,-5
C/C=C/c1ccc(OCC(=O)N2CCc3cc(OC)c(OC)cc3C2)c(OC)c1,-5,-0.9,0,1,-2,-1,-4,0.5,-2,1
COc1ccc(CC(=O)OCn2nnc3ccccc3c2=O)cc1,-1,-1.7,1,3,-3,7,18,-3.8,-6,-6
COc1ccc(-c2cn3ccc(C)cc3n2)cc1,4,8.4,4,-3,0,-12,11,-2.1,0,-13
CC1(C)Cc2c(cnn2-c2cccc(F)c2)C(NC(=O)CCc2cnccn2)C1 (stereo not drawn),2,2.2,-3,1,-3,10,10,-2.0,2,-1
O=C(c1cccc(C(F)(F)F)c1)N1CCN(CCc2ccccc2)CC1,-2,3.5,2,-3,-4,-4,11,-2.2,1,-8
CCCCSc1nnc(-c2ccc(C)cc2)c2ccccc12,-8,2.4,-1,1,-2,-8,-14,2.7,4,2
COc1ccc(C(=O)NCC(=O)N2CCCC(C(F)(F)F)C2)cc1OC (stereo not drawn),2,0.2,7,2,3,-16,10,-1.9,4,-21
Cc1ccc(-n2nc3c(=O)n(C(C)C(=O)NCc4ccccc4Cl)nc(C)c3c2C)cc1 (stereo not drawn),0,0.5,0,5,-5,1,6,-1.1,-2,-5
CCOc1cc(NC(=O)c2cccs2)c(OCC)cc1NC(=O)c1ccco1,-3,-1.0,-1,-17,-3,-22,-13,2.1,4,-33
O=[N+]([O-])c1ccc(Cl)c(/C=N/Nc2nc(N3CCOCC3)nc(N3CCOCC3)n2)c1,1,0.5,0,0,0,-10,5,-0.8,-3,-21
Cc1cc(C(C)(C)CC(C)(C)C)ccc1OCCOCC[N+](C)(C)Cc1ccccc1,5,0.4,9,-1,-7,-34,-48,8.8,0,4
Cc1ccc(C(=O)NC2CCN(C(=O)NC3CCCCC3)CC2)cc1,-4,9.5,-2,0,-7,13,13,-2.1,-4,0
COc1ccc(S(=O)(=O)Nc2nc3ccccc3nc2Nc2cccc(C(=O)O)c2)cc1,-4,-0.2,3,-3,-2,2,8,-1.5,-2,2
O=C(CCSc1nc(-c2ccco2)cc(C(F)(F)F)n1)NCCN1CCOCC1,-4,-0.6,1,2,-2,-7,11,-2.1,0,2
CCC(CO)Oc1cc(NCc2cccnc2)c2ncn(C(C)C)c2c1 (stereo not drawn),-5,2.6,2,5,4,-6,-12,2.1,-1,-18
COc1cc([C@H]2[C@@H]3CCCC[C@]3(O)CCN2Cc2ccccc2F)ccc1O,1,0.8,3,4,-5,-6,19,-3.4,3,-5
O=C(O)Cn1c(=O)c2c3c(sc2n(Cc2ccccc2)c1=O)CCCC3,-4,1.0,-3,3,-9,9,7,-1.5,-4,-1
Cc1c(NC(=O)c2ccc3c(c2)C(=O)N(Cc2ccco2)C3=O)cccc1C(=O)O,3,0.4,3,2,5,-8,18,-3.6,-5,-2
CCOc1cc(-c2c(C#N)c(N)nc3c2CCc2ccccc2-3)ccc1O,-1,-0.3,-6,2,-3,15,-6,0.9,-1,-13
COc1ccc2ncccc2c1Cc1c(OC)ccc2ncccc12,-1,0.2,-2,-1,-2,7,3,-0.6,1,7
CC(=O)N(C(C)=O)n1c(C)nc2sc3c(c2c1=O)CCCC3,-5,-1.2,6,-1,-1,-15,9,-1.3,1,-13
N#Cc1ccsc1NC(=O)COC(=O)C1=NNC(=O)CC1,0,2.9,-2,-1,-3,6,0,0.0,0,-2
CCCN(CC1CC1)c1nc(N)c(C#N)c(CC#N)c1C#N,-3,-0.4,-4,0,-4,11,6,-1.3,0,-5
Cc1ccc(C(=O)COC(=O)COc2ccccc2C)cc1,-2,0.4,4,0,-3,-1,-17,2.5,1,-1
CCC(C)NC(=O)CCC(=O)Nc1ccc2nc(N3CC(C)CC(C)C3)cc(C)c2c1 (stereo not drawn),-6,-1.0,-2,-2,6,5,3,-0.5,-2,-1
CCc1cc[n+](/C(C(=S)Nc2cccc(C)c2)=C(/[O-])c2ccc(C)c([N+](=O)[O-])c2)cc1,-1,4.3,1,-5,4,7,19,-3.7,-1,-4
O=C(C(Cc1ccccc1)N1C(=O)c2ccccc2C1=O)N1CCc2ccccc21 (stereo not drawn),-3,-0.7,-1,-1,-1,2,10,-1.8,-2,-6
Cc1ccc(S(=O)(=O)N2CCCCC2)cc1NC(=O)CSc1ncnc2ccccc12,1,0.4,1,1,2,5,0,0.1,1,-5
CCOc1ccccc1N1CCN(C(=O)C2c3ccccc3Oc3ccccc32)CC1,-2,-0.2,-2,3,-1,-5,-2,0.3,-8,4
COc1ccc(-c2cc(C(=O)Nc3cc(C)on3)no2)cc1OC,-4,-0.8,0,6,3,4,7,-1.4,-4,-7
